RGS4 block: inhibitors of human RGS4; B-score at 10 µM; HEK293 M3R/RGS4 inducible, Fluo-4 calcium flux; active compounds read high; triggered by carbachol at its EC20; 310,000 tested, 0.45% active; P49798;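 active means B-score, a plate-corrected calcium signal, over three deviations above library mean, with baseline fluorescence within five deviations of library mean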;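 further: RGS4 expression induced by doxycycline in cells with stable M3 receptor; B-score is computed from the integrated fluorescence ratio over baseline after carbachol; higher B-score means a larger calcium signal and so more RGS4 inhibition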
Target sequence (P49798 whole entry, looked up): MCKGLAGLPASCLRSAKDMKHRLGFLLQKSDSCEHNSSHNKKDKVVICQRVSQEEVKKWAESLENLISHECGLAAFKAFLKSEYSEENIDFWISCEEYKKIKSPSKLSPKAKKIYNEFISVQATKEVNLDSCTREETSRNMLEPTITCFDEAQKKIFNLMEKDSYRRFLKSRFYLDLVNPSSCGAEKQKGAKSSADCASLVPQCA
SKKanGAS inh: inhibitors of SKKanGAS S. pyogenes growth in kanamycin (SK-promoter or general growth effect); BacTiter-Glo, 6 h; inhibition, % at 7.5 µM; 300,000 tested, 1.3% active;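 active means mean replicate score, as percent of positive control median, at least 50; inconclusive means mean below 50 but one replicate at or above 50; inactive means mean and every replicate below 50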;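 further: strain carries kanamycin resistance gene driven by streptokinase promoter and grows in 40 µg/ml kanamycin; loss of luminescence reflects streptokinase promoter inhibition or plain growth inhibition; 0% = median of DMSO wells and 100% = positive control at its reference dose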
KCNQ1 inh: inhibitors of human KCNQ1 potassium channel | CHO-K1 KCNQ1, FluxOR thallium flux fluorescence; active compounds read high | B-score at 10 µM | 310,000 tested, 1.3% active | P51787 | AID 2642;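 active means compounds whose thallium flux B-score, printed positive for inhibition, exceeds three library SD while starting fluorescence stays within three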;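 further: channel opened by potassium depolarization with thallium stimulus after 20 min compound exposure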
KCNK3 block: human KCNK3 channel inhibition, primary screen. CHO-KCNK3 thallium flux, FluxOR fluorescence; active compounds read low. 340,000 tested, 0.84% active. B-score at 10 µM. O14649;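 active means B-score under library mean minus 4 SD, starting fluorescence ratio at most library mean plus 5 SD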;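 further: more negative B-score means stronger inhibition of thallium flux through KCNK3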
Target sequence (O14649 whole entry, looked up): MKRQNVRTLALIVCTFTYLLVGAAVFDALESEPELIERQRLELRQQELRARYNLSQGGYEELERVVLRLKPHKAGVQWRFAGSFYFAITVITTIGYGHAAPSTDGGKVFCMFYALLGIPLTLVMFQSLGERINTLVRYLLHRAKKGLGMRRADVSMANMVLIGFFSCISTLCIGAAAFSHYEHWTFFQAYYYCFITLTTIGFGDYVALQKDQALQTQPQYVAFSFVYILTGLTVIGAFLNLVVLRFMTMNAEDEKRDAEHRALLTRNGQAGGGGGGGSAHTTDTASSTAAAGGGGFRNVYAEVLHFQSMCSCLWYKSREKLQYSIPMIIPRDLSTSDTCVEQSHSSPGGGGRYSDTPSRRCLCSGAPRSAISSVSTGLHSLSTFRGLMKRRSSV
HDAC3 inhib: blocks human histone deacetylase 3. O15379. recombinant HDAC3, fluorogenic peptide/trypsin coupled, fluorescence. inhibition, % at 8.3 µM. 320,000 tested, 0.15% active; in the data active means inhibition above about 26%, passing the limit was not always enough; inconclusive means no clear call, values can overlap the other calls
ANO1 activ: activates or potentiates the mouse TMEM16A chloride channel | HEK293 TMEM16A/YFP-H148Q/I152L, iodide quench fluorescence; active compounds read low | B-score at 10 µM | 340,000 tested, 0.3% active;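 active means fluorescence-ratio B-score plate-corrected deviation score at least 3 library SD below zero, with starting fluorescence score within 5 deviations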;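 further: channel opened by trigger with iodide after compound preincubation; score built on the fluorescence ratio of max minus min over baseline; more negative score means more quench and so TMEM16A activation or potentiation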
TMEM16A inh: blocks the mouse calcium-activated chloride channel TMEM16A | Q8BHY3 | HEK293 TMEM16A/YFP iodide influx fluorescence, ionomycin | normalized B-score (activity score, 25-100; higher = stronger inhibition) at 10 µM | 310,000 tested, 1.2% active;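 active means ratio plate-corrected score three or more library SD toward inhibition, starting fluorescence score within five deviations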;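 further: score derived from kinetic fluorescence span divided by baseline fluorescence per well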
KCNK9 block: inhibitors of human KCNK9 two-pore domain potassium channel. Q9NPC2. HEK293 KCNK9, FluxOR thallium flux fluorescence; active compounds read low. B-score at 10 µM. 310,000 tested, 1.2% active. AID 488922;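 active means ratio B-score over 3 SD below the library mean, with starting fluorescence within 5 SD of its mean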;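 further: negative B-score means less thallium flux so channel inhibition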
Target sequence (Q9NPC2 whole entry, looked up, the tested form may be a part): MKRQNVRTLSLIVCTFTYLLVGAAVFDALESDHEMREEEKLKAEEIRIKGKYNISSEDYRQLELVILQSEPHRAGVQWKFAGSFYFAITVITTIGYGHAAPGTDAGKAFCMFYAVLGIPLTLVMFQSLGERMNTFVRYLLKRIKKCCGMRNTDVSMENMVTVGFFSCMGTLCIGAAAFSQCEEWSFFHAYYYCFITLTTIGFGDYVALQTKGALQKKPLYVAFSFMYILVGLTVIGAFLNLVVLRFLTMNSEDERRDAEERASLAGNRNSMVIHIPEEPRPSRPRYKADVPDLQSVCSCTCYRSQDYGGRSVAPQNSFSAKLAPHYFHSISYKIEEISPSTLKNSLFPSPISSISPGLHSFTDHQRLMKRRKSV
KCNQ1 pot: potentiates or activates the human KCNQ1 potassium channel; B-score at 10 µM; AID 2648; CHO-K1 KCNQ1, thallium flux FluxOR fluorescence; active compounds read high; 310,000 tested, 0.35% active;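 active means fluorescence ratio B-score, a plate-corrected score, at least three library SD, with initial intensity B-score within 5 SD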
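Schedule – 37 °C overnight plating, 90-min dark dye load, 20-min compound pretreatment · System – stable KCNQ1 CHO-K1 line · Probe or stimulus – thallium- and potassium-containing depolarizing buffer · Measured by – kinetic FluxOR fluorescence, 10 s baseline plus 110 s post-stimulus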
RGS4 pot: potentiators or activators of RGS4; B-score at 10 µM; AID 463111; 310,000 tested, 0.92% active; HEK293 M3R/inducible RGS4, carbachol calcium flux Fluo4; active compounds read low;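 active means B-score of the integrated calcium signal more than 4 SD below the library mean, with starting fluorescence not abnormally high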;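 further: negative B-score means reduced calcium response which marks RGS4 activation or potentiation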
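Material: M3R-expressing HEK293 line, RGS4 induced by doxycycline | Schedule: Overnight RGS4 induction, 30 min dye load 37 °C, 20 min compound RT | Measured by: Fluo4 fluorescence kinetic imaging of calcium | Read-out: Integrated calcium ratio converted to B score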
hERG rescue: shields human hERG channel from block by proarrhythmic agents | Q12809 | CHO-hERG, FluxOR thallium flux, dofetilide IC70 present | activation (rescue from dofetilide block), less the hit threshold, % at 10 µM | 310,000 tested, 0.51% active;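 active means activation above the mean of controls blocked by dofetilide plus 5 SD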;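 further: thallium influx through hERG after potassium depolarization seen as dye fluorescence rise; in these data hits start at about 4.7%; inactives centre near -7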
Active calls of the source: *; i = inactive; ? = inconclusive; / = no result given.

SMILES | RGS4 block | SKKanGAS inh | KCNQ1 inh | KCNK3 block | HDAC3 inhib | ANO1 activ | TMEM16A inh | KCNK9 block | KCNQ1 pot | RGS4 pot | hERG rescue
Cc1nonc1C(=O)N/N=C/c1cc2c(cc1Br)OCO2 | i | 3 | i | i | 4 | i | i | i | i | i | -15
Cc1cccc(-n2c(SCC(=O)NCc3ccco3)nnc2-c2ccco2)c1 | i | 7 | i | i | -9 | i | i | i | i | i | -9
COc1ccccc1N1CCN(C(=O)c2cc(=O)c3c(C)cc(C)cc3o2)CC1 | i | 1 | i | i | -9 | i | i | i | i | i | -6
CC1=CC(c2ccccc2)n2nnnc2N1 (stereo not given) | i | -2 | i | i | 2 | i | i | i | i | i | -7
O=C(/C=C/c1ccccc1[N+](=O)[O-])N1CCN(c2ccccc2F)CC1 | i | 1 | i | i | 5 | i | i | i | i | i | -1
O=C(NCCc1ccccc1)/C(=N\O)c1ccccc1 | i | -2 | i | i | ? | i | i | i | i | i | -7
CCn1c(=O)cc(SCC(=O)NCc2ccc(C)o2)c2ccccc21 | i | -2 | i | i | 1 | i | i | i | i | i | -5
O=C(NCCc1c[nH]c2ccccc12)c1ccc(F)cc1F | i | 2 | i | i | -1 | i | i | i | i | i | -3
CC(=O)Nc1ccccc1Sc1ccccc1 | i | 1 | i | i | -3 | i | i | i | i | i | -9
c1ccc(C2CNCCc3ccccc32)cc1 (stereo not given) | i | 4 | i | i | -2 | i | i | i | i | i | -8
O=C(NCc1ccccc1)c1cncc(Br)c1 | i | -2 | i | i | -2 | i | i | i | i | i | -9
O=c1c2c(nc3c(-c4ccc(Cl)cc4)c[nH]n13)CCCC2 | i | 71* | i | i | -3 | i | i | i | i | i | -6
COc1cc2ccccc2cc1C(=O)N/N=C/c1ccc2c(c1)OCO2 | i | 5 | i | i | 4 | i | i | i | i | i | -9
CCC1=NN(C(=O)CCc2ccccc2)C(O)(C(F)(F)F)C1 (stereo not given) | i | -3 | i | i | -6 | i | i | i | i | i | 3
CC(C)c1ccc(NC(=O)CNC(=O)Cn2cnc3ccccc3c2=O)cc1 | i | 3 | i | i | 1 | i | i | i | i | i | -8
Cc1occc1-c1nnc(SCC(=O)N2CCOCC2)n1CCc1ccccc1 | i | -2 | 6* | i | 6 | i | i | i | i | -7.3* | -4
CN(C)S(=O)(=O)c1ccc(Cl)c(NC(=O)COC(=O)CCSc2ccccc2)c1 | i | -11 | i | i | -2 | i | i | i | i | i | -9
CCC1(C)Cc2c(sc3nnn(CC(=O)Nc4ccccc4)c(=O)c23)CO1 (stereo not given) | i | -3 | i | i | 3 | i | i | i | i | i | -6
CCOc1cc(NC(=S)NCC2CCCO2)c(OCC)cc1NC(=O)c1ccc(OC)cc1 (stereo not given) | i | 1 | i | i | 2 | i | i | i | i | i | -6
Clc1ccc2nc(SCc3nnc(-c4ccccc4)o3)[nH]c2c1 | i | 12 | i | i | -2 | i | i | i | i | i | -13
CCc1ccc(Nc2ncc3c(n2)CC(c2ccc(OC)cc2)CC3=O)cc1 (stereo not given) | i | 7 | i | i | 0 | i | i | i | i | i | -13
COc1ccccc1NC(=O)NC1(C(=O)N2CCCCC2)CCCCC1 | i | -9 | i | i | 1 | i | i | i | i | i | -5
O=S1(=O)CCN(Cc2ccc(Cl)cc2)CC1 | i | -4 | i | i | -8 | i | i | i | i | i | -7
COc1ccc(C(=O)NC(=S)Nc2ccccc2F)cc1 | i | -7 | i | i | 1 | i | i | i | i | i | -6
COCCCC1CCN(C(=O)c2cc(COc3cc(C)ccc3C)on2)CC1 | i | 8 | i | i | 5 | i | i | i | i | i | -7
COc1ccccc1-c1nnc(N(C)C(=O)C2CCCO2)s1 (stereo not given) | i | 15 | i | i | -2 | i | i | i | i | i | -5
CCOc1cc(C(=O)Nc2ccncc2)cc(OCC)c1OCC | i | 2 | i | i | 1 | i | i | i | i | i | -10
COc1cc(/C=C/C(=O)N2CCCc3ccccc32)cc(OC)c1OC | i | -9 | i | i | 6 | i | i | i | i | i | -8
CCCOC(=O)C1=C(C)NC2=C(C(=O)CCC2)C1c1cc(OC)ccc1OC (stereo not given) | i | -2 | i | i | -1 | i | i | i | i | i | -10
Cc1ccc(NCc2nc3ccccc3n2C)cc1 | i | -7 | i | i | -3 | i | i | i | i | i | -6
CCC(C(=O)NC1CCCC1)N(C(=O)Cn1nnc(-c2ccc(C)o2)n1)c1cnc2ccccc2c1 (stereo not given) | i | 4 | i | i | 5 | i | i | i | i | i | -14
Cc1cccc(NC(=O)c2cc(NC(=O)C3CCCCC3C(=O)O)ccc2N2CCOCC2)c1 (stereo not given) | i | 2 | i | i | -10 | i | i | i | i | i | -3
COc1cc(/C=C(\C#N)C(=O)Nc2cccc3ncccc23)cc(OC)c1OC | i | 4 | i | i | -6 | i | i | i | i | i | -7
Cn1cnnc1SCC(C)(C)NS(=O)(=O)c1ccc(Cl)cc1 | i | 0 | i | i | -2 | i | i | i | i | i | -9
CC(=O)c1ccc(N(C(=O)Cn2nnc(-c3ccccc3)n2)C(C(=O)NC2CCCCC2)c2ccccn2)cc1 (stereo not given) | i | 5 | i | i | -4 | i | i | i | i | i | -6
COC(=O)c1ccc(NS(=O)(=O)N(C)C)cc1 | i | 1 | i | i | / | i | i | i | i | i | -8
Cn1c(=O)[nH]c(=O)c2c1nc(NN)n2CCOc1ccccc1 | i | 10 | i | i | -3 | i | i | i | i | i | -6
CSc1nc2ccsc2c(=O)n1-c1ccccc1 | i | 1 | i | i | -1 | i | i | i | i | i | -12
OCCNCCOc1ccc(Cl)c(Cl)c1 | i | -1 | i | i | 1 | i | i | i | i | i | -4
C=CCc1cc2c(oc(=O)c3ccccc32)c(C)c1O | i | 17 | i | i | 3 | i | i | i | i | -9* | -13
CCN(CC)c1ccc(/C=N/NC(=O)c2c(Cl)cnn2C)c(O)c1 | i | 11 | i | i | -5 | i | i | i | i | i | -9
CCCNC(=O)CN(C)S(=O)(=O)c1c(C)cc(C)cc1C | i | 4 | i | i | 2 | i | i | i | i | i | -3
Cc1ccsc1/C=N/NC(=O)c1c[nH]c2ccccc12 | i | 6 | i | i | 11 | i | i | i | i | i | -8
Cc1ccc(NC(=O)NCCN2CCCCC2)cc1 | i | -2 | i | i | -2 | i | i | i | i | i | -10
CCCNC(=O)CN(C)CC(=O)Nc1ccccc1C#N | i | -9 | i | i | 5 | i | i | i | i | i | -19
CC(C)(C)c1cc[n+](-c2[nH]c(=O)sc2/C=N/NC([S-])=Nc2ccccc2)cc1 | i | -1 | 8* | i | 2 | i | i | i | i | i | -28
Cc1cccc(C(=O)NCC(=O)OCC(=O)N2CC3(C)CC2CC(C)(C)C3)c1 (stereo not given) | i | 0 | i | i | -5 | i | i | i | i | i | -7
COc1ccc(CN2CC(C(=O)NCCN3CCN(c4ccccc4F)CC3)CC2=O)cc1 (stereo not given) | i | 5 | i | i | -4 | i | i | i | i | i | -3
COc1ccc(OC)c(C2CC(c3c(-c4ccccc4)c4cc(Cl)ccc4[nH]c3=O)=NN2S(C)(=O)=O)c1 (stereo not given) | i | 25 | i | i | -7 | i | i | i | i | i | -9
CC(Sc1nnc(-c2ccc(Cl)cc2)n1N)C(=O)NCC1CCCO1 (stereo not given) | i | -7 | i | i | -2 | i | i | i | i | i | -9
CC(C)(C)OC(=O)N1CCN(C(=O)[C@H](Cc2ccc(O)cc2)n2cc(CCO)nn2)CC1 | i | -5 | i | i | 0 | i | i | i | i | i | -3
CC12CN3CC(C)(CN(C1)C3c1cc3ccccc3[nH]1)C2=O (stereo not given) | i | 2 | i | i | -1 | i | i | i | i | i | -8
O=C(COC(=O)C1CCC1)NCc1ccccc1Cl | i | 1 | i | i | 1 | i | i | i | i | i | -2
COc1ccc(NC(=O)NC2CCCc3ccccc32)c(OC)c1 (stereo not given) | i | 3 | i | i | -2 | i | i | i | i | i | -10
CCN(Cc1ccccc1)C(=O)CCS(=O)(=O)c1ccc2c(c1)CCN2C(C)=O | i | -2 | i | i | 2 | i | i | i | i | i | -2
O=C(c1ccccc1[N+](=O)[O-])N1CCN(Cc2ccc3c(c2)OCO3)CC1 | i | 1 | i | i | 2 | i | i | i | i | i | -10
Cc1ccc(-c2cc3ccccc3nc2N2CCOCC2)cc1 | i | 9 | i | i | 8 | i | i | i | i | i | -11
CCOc1ccccc1CN1CCC(n2nccc2NC(=O)CCCc2ccccc2)CC1 | i | 2 | i | i | -8 | i | i | i | i | i | -15
O=C(COc1ccc(Cl)cc1Cl)Nc1ccc2nc3n(c(=O)c2c1)CCCC3 | i | 24 | i | i | 2 | i | i | i | i | i | -6
COc1ccc(C(C)=O)cc1CS(=O)(=O)CC(=O)O | i | -4 | i | i | 1 | i | i | i | i | i | -10

Some of these compounds in order of length of the SMILES, low to high:
SMILES | RGS4 block | SKKanGAS inh | KCNQ1 inh | KCNK3 block | HDAC3 inhib | ANO1 activ | TMEM16A inh | KCNK9 block | KCNQ1 pot | RGS4 pot | hERG rescue
Cc1ccc(NC(=O)NCCN2CCCCC2)cc1 | i | -2 | i | i | -2 | i | i | i | i | i | -10
CC(Sc1nnc(-c2ccc(Cl)cc2)n1N)C(=O)NCC1CCCO1 (stereo not given) | i | -7 | i | i | -2 | i | i | i | i | i | -9
O=C(COc1ccc(Cl)cc1Cl)Nc1ccc2nc3n(c(=O)c2c1)CCCC3 | i | 24 | i | i | 2 | i | i | i | i | i | -6

More entries
SMILES | RGS4 block | SKKanGAS inh | KCNQ1 inh | KCNK3 block | HDAC3 inhib | ANO1 activ | TMEM16A inh | KCNK9 block | KCNQ1 pot | RGS4 pot | hERG rescue
O=C(c1ccc([N+](=O)[O-])cc1)N1C=CC(C(F)(F)F)=NCC1 | i | -1 | i | i | 1 | i | i | i | i | i | 1
N#C/C(=C\c1cccnc1)c1nc2c(s1)CCCC2 | i | 3 | i | i | 4 | i | i | i | i | i | -13
Cc1ccc(N(C)S(=O)(=O)c2c[nH]c3ccc([N+](=O)[O-])cc23)cc1 | i | 3 | i | i | / | i | i | i | i | i | -4
O=C1N(Cc2ccc(F)cc2)CCN1c1ccc(F)cc1 | i | 4 | i | i | -6 | i | i | i | 19* | i | -14
COC(=O)CN1C(=S)N(c2ccc(Cl)cc2)C(=O)C1CC(=O)Nc1ccccc1 (stereo not given) | i | -2 | i | i | 7 | i | i | i | i | i | -14
Cc1cc(C)cc(NC(=O)Cn2c(-c3ccccc3Cl)nc3ccccc32)c1 | i | -6 | i | i | 2 | i | i | i | i | i | -9

Assay outcomes (PubChem)
